Screens deposited in PubChem BioAssay by Broad Institute.
TcdB GH inh – blocks C. difficile toxin B glycohydrolase activity. TcdB glycohydrolase enzymatic assay, plate reader. P18177. inhibition, % at 9.99 µM. 350,000 compounds, 0.24% hits; in the data active = inhibition above about 10%
An asterisk follows results filed as active. Some of the compounds tested; the hit share may differ from the screen's.

Start of the listing, in advance (4 entries):
compound,TcdB GH inh
O=C(N[C@H]1CC[C@@H](CCNS(=O)(=O)c2ccccc2)O[C@H]1CO)c1cccc(F)c1,1.1
CCN1[C@@H]2c3ccc(-c4cccnc4)c(=O)n3C[C@H]1[C@H](CO)[C@H]2C(=O)NCc1ccccc1,-1.8
C[C@@H]1CCCCO[C@@H](CN(C)S(=O)(=O)c2ccccc2)[C@H](C)CN([C@@H](C)CO)C(=O)c2cc(NC(=O)NC3CCCCC3)ccc2O1,0.0
CCC(=O)N(C)C[C@H]1Oc2cc(-c3ccccc3C)ccc2S(=O)(=O)N([C@H](C)CO)C[C@@H]1C,0.9

All compounds of this part, from the first entry:
compound,TcdB GH inh
O=C(N[C@H]1CC[C@@H](CCNS(=O)(=O)c2ccccc2)O[C@H]1CO)c1cccc(F)c1,1.1
CCN1[C@@H]2c3ccc(-c4cccnc4)c(=O)n3C[C@H]1[C@H](CO)[C@H]2C(=O)NCc1ccccc1,-1.8
C[C@@H]1CCCCO[C@@H](CN(C)S(=O)(=O)c2ccccc2)[C@H](C)CN([C@@H](C)CO)C(=O)c2cc(NC(=O)NC3CCCCC3)ccc2O1,0.0
CCC(=O)N(C)C[C@H]1Oc2cc(-c3ccccc3C)ccc2S(=O)(=O)N([C@H](C)CO)C[C@@H]1C,0.9
COc1ccc(NC(=O)N(C)C[C@H]2Oc3c(NC(=O)Nc4cccc5ccccc45)cccc3C(=O)N([C@H](C)CO)C[C@H]2C)cc1,0.7
C[C@H](CO)N1C[C@H](C)[C@H](CN(C)Cc2cncnc2)Oc2ncc(-c3cncnc3)cc2C1=O,0.3
CO[C@H]1CN(C)C(=O)c2cc(NC(=O)NC3CCCC3)ccc2OC[C@@H](C)N(C)C[C@@H]1C,-0.1
COc1ccc(CN(C)C[C@H]2Oc3ccc(N(C)C)cc3CC(=O)N([C@@H](C)CO)C[C@H]2C)cc1,-5.3
Cc1cc(C(=O)Nc2cccc3c2O[C@H](CN(C)C(=O)Nc2c(C)noc2C)[C@@H](C)CN([C@H](C)CO)C3=O)n(C)n1,-0.4
COc1ccc(S(=O)(=O)N[C@H]2CC[C@H](CCNC(=O)CN3CCOCC3)O[C@H]2CO)cc1,0.3
C[C@H]1CCCCO[C@@H](CN(C)Cc2ccccc2)[C@@H](C)CN([C@@H](C)CO)C(=O)c2cc(NC(=O)NC3CCCCC3)ccc2O1,1.4
C[C@H](CO)N1C[C@H](C)[C@H](CN(C)C(=O)Nc2cccc(Cl)c2Cl)OCc2ccccc2-c2c(n(C)c3ccccc23)C1=O,1.4
C[C@H]1CN([C@@H](C)CO)C(=O)c2cccc(NC(=O)NC3CCCCC3)c2O[C@H]1CN(C)C(=O)Nc1ccc(C(F)(F)F)cc1,0.3
COCC(=O)N1[C@H](C#N)[C@H](c2ccccc2-c2ccccc2F)[C@@H]1CO,-0.3
O=C(C[C@@H]1CC[C@H]2[C@@H](COC[C@H](O)CN2S(=O)(=O)c2ccccc2)O1)NCCN1CCCC1,0.0
O=C(N[C@H]1CC[C@H](CCn2cc(-c3ccccn3)nn2)O[C@@H]1CO)c1ccccc1,-0.2
C[C@H]1CN([C@@H](C)CO)C(=O)Cc2cc(NC(=O)Nc3cccc4ccccc34)ccc2O[C@H]1CN(C)C(=O)Nc1ccc2c(c1)OCO2,0.0
C[C@H](CO)N1C[C@H](C)[C@@H](CN(C)C)Oc2ccc(N(C)C)cc2CC1=O,-9.9
O=C([C@@H]1N[C@@H]2c3ccc(-c4ccccc4F)c(=O)n3C[C@@H]2[C@H]1CO)N1CCCCC1,0.2
CNC[C@H]1OCCCC[C@@H](C)Oc2ccc(NC(=O)c3ccccc3)cc2C(=O)N([C@@H](C)CO)C[C@H]1C,0.5
C[C@@H]1CCCCO[C@@H](CN(C)S(C)(=O)=O)[C@@H](C)CN([C@H](C)CO)C(=O)c2cc(NC(=O)Cc3ccccc3)ccc2O1,0.2
CCCC(=O)Nc1ccc2c(c1)OC[C@H](C)N(S(=O)(=O)c1cn(C)cn1)C[C@H](C)[C@@H](OC)CN(C)C2=O,-0.2
CC(C)(O)C#Cc1ccc([C@H]2[C@@H](CO)N3CCCCN(Cc4ccccc4F)C[C@@H]23)cc1,0.0
CN(C)C(=O)C[C@@H]1CC[C@H]2[C@@H](COc3ccc(NC(=O)C4CCCCC4)cc3C(=O)N2C)O1,-2.1
CS(=O)(=O)N1CC2(C1)[C@@H](c1ccccc1)[C@H](CO)N2Cc1ccccn1,-0.5

Random excerpt: four compounds from above.
compound,TcdB GH inh
COc1ccc(S(=O)(=O)N[C@H]2CC[C@H](CCNC(=O)CN3CCOCC3)O[C@H]2CO)cc1,0.3
C[C@H](CO)N1C[C@H](C)[C@H](CN(C)Cc2cncnc2)Oc2ncc(-c3cncnc3)cc2C1=O,0.3
CS(=O)(=O)N1CC2(C1)[C@@H](c1ccccc1)[C@H](CO)N2Cc1ccccn1,-0.5
C[C@H]1CCCCO[C@@H](CN(C)Cc2ccccc2)[C@@H](C)CN([C@@H](C)CO)C(=O)c2cc(NC(=O)NC3CCCCC3)ccc2O1,1.4

Additional records follow.
compound,TcdB GH inh
CN(C)CCCNC(=O)C[C@H]1C=C[C@H](NS(=O)(=O)c2ccccc2)[C@@H](CO)O1,0.4
CO[C@H]1CC[C@@H]2CCN(C)C(=O)CC3(CCCCC3)CN(C)C(=O)c3cc(C#N)ccc3OC[C@@H]1O2,-0.6
C[C@@H]1CN([C@H](C)CO)C(=O)c2cccc(N(C)C)c2O[C@H]1CN(C)Cc1ccc(Cl)c(Cl)c1,0.5
COCC(=O)Nc1ccc2c(c1)C(=O)N(C)[C@@H]1CC[C@@H](CC(=O)NCCc3ccccc3)O[C@@H]1CO2,-1.9
O=C(NCc1cccc(F)c1)[C@H]1[C@H](CO)[C@H]2Cn3c(cccc3=O)[C@@H]1N2C(=O)c1cnccn1,0.9
O=C(Cc1ccccn1)N1CC(=O)N2[C@H](CO)[C@H](c3ccc(C#CC4CCCCC4)cc3)[C@@H]2C1,0.1
C[C@H](CO)N1C[C@H](C)[C@H](CN(C)C(=O)Nc2ccc(C(F)(F)F)cc2)Oc2ccc(NS(=O)(=O)c3cn(C)cn3)cc2CC1=O,0.3
C[C@@H]1CN([C@H](C)CO)C(=O)c2cc(-c3ccccc3F)cnc2O[C@@H]1CN(C)C(=O)c1cnccn1,-3.6
O=C(Nc1ccccc1F)N[C@@H]1CC[C@H](CCNC(=O)C2CCCC2)O[C@@H]1CO,-2.6
C[C@H](CO)N1C[C@H](C)[C@H](CN(C)Cc2cncnc2)Oc2cc(C#C[C@@H](C)O)ccc2S1(=O)=O,-0.6
COc1ccccc1NC(=O)N1CCCCN2[C@H](CO)[C@H](c3ccc(-c4cccc(C)c4)cc3)[C@@H]2C1,0.3
COc1ccc(S(=O)(=O)Nc2ccc3c(c2)CC(=O)N([C@@H](C)CO)C[C@H](C)[C@@H](CN(C)S(=O)(=O)c2ccc(Cl)cc2)O3)cc1,4.6
COc1ccc2c3c([nH]c2c1)[C@H](CO)N(C(=O)Nc1ccc(F)cc1)CC31CCN(S(=O)(=O)c2ccc(C)cc2)CC1,0.5
COc1ccc(CN(C)C[C@@H]2Oc3ccc(NC(=O)CCCN(C)C)cc3C(=O)N([C@H](C)CO)C[C@H]2C)cc1,0.0
CCNC(=O)[C@@H]1[C@@H](CO)[C@@H]2Cn3c(cccc3=O)[C@H]1N2CCC(F)(F)F,-0.4
C[C@H](CO)N1C[C@H](C)[C@@H](CN(C)C(=O)Nc2ccccc2)Oc2ccc(NS(=O)(=O)c3cn(C)cn3)cc2CC1=O,0.0
Cc1ccc(S(=O)(=O)N(C)C[C@@H]2Oc3ccc(NC(=O)C4CC4)cc3C(=O)N([C@H](C)CO)C[C@H]2C)cc1,-0.2
COCC(=O)N1C[C@@H](C)[C@@H](OC)CN(C)C(=O)c2cc(NC(=O)c3cnccn3)ccc2OC[C@H]1C,0.1
C[C@H]1CN([C@@H](C)CO)C(=O)c2cc(C3=CCCCC3)cnc2O[C@H]1CN(C)CC1CCOCC1,-1.6
O=C(c1cccc(F)c1)N1CCCCN2[C@H](C1)[C@@H](c1ccc(-c3ccc(F)cc3)cc1)[C@@H]2CO,1.4
O=C(NC[C@@H]1CC[C@@H]2[C@@H](CN2S(=O)(=O)c2ccccc2[N+](=O)[O-])O1)c1cnccn1,-3.6
OC[C@H]1[C@@H](c2ccc(-c3ccccc3)cc2)[C@H]2CN(Cc3cncnc3)CCCCN21,0.3
COc1ccc(-c2cnc3c(c2)C(=O)N([C@@H](C)CO)C[C@@H](C)[C@H](CN(C)Cc2cccnc2)O3)cc1,-4.2
O=C(NCC[C@@H]1CC[C@@H](NC(=O)C2CC2)[C@H](CO)O1)c1cnccn1,0.0
CCCC(=O)Nc1ccc2c(c1)C(=O)N(C)C[C@H](OC)[C@H](C)CN(Cc1ccc(-c3ccccn3)cc1)[C@@H](C)CO2,0.9
COCC(=O)Nc1ccc2c(c1)OC[C@H](C)N(C(=O)Cc1ccccn1)C[C@H](C)[C@@H](OC)CN(C)C2=O,0.7
CN1c2ccc(Br)cc2[C@H]2[C@H](CCN2S(=O)(=O)c2cccc(F)c2)[C@@H]1CO,-0.1
CCS(=O)(=O)Nc1ccc2c(c1)C(=O)N(C)C[C@H](OC)[C@H](C)CN(C(C)=O)[C@@H](C)CO2,1.4
C[C@H](CO)N1C[C@H](C)[C@H](CN(C)C(=O)Nc2ccc(F)cc2)Oc2ccc(NC(=O)Nc3cccc4ccccc34)cc2C1=O,0.8
C[C@@H]1CCCCO[C@@H](CN(C)S(=O)(=O)c2ccc(Cl)cc2)[C@H](C)CN([C@H](C)CO)C(=O)c2cc(NS(C)(=O)=O)ccc2O1,1.1
CC(C)NC(=O)N(C)C[C@@H]1Oc2c(NC(=O)CCCCCC(=O)Nc3ccccc3N)cccc2C(=O)N([C@@H](C)CO)C[C@H]1C,1.7
CNC[C@H]1OCCCC[C@H](C)Oc2ccc(NS(=O)(=O)c3ccc(C)cc3)cc2C(=O)N([C@H](C)CO)C[C@H]1C,-0.3
C[C@@H]1CCCCO[C@@H](CN(C)C(=O)C2CCCCC2)[C@H](C)CN([C@@H](C)CO)C(=O)c2cc(NC(=O)Nc3cccc4ccccc34)ccc2O1,-1.4
CC(C)c1cn(CC[C@H]2CC[C@@H](NC(=O)C3CCCC3)[C@@H](CO)O2)nn1,-2.7
CC(C)NC(=O)N(C)C[C@H]1OCCCC[C@@H](C)Oc2ccc(NC(=O)c3ccccc3)cc2C(=O)N([C@H](C)CO)C[C@H]1C,0.5
C[C@@H]1CN([C@@H](C)CO)C(=O)c2cccc(NC(=O)C3CCOCC3)c2O[C@H]1CN(C)C(=O)NC1CCCCC1,-0.7
CCCNC(=O)N1CC2(C1)[C@H](c1ccccc1)[C@@H](CO)N2C(=O)C1CCC1,0.0
COc1ccc(CN2C[C@@H](C)[C@H](OC)CN(C)C(=O)c3cc(NC(=O)C4CC4)ccc3OC[C@H]2C)cc1,1.2
CC=Cc1ccc2n(c1=O)C[C@H]1[C@H](CO)[C@@H](C(=O)NCc3ccc(F)cc3)N(CC)[C@@H]21 (mixture of isomers),0.3
C[C@@H]1CN([C@H](C)CO)C(=O)c2cc(NC(=O)Cc3ccccc3)ccc2O[C@H]1CN(C)S(=O)(=O)c1cn(C)cn1,1.1
C[C@H](CO)N1C[C@H](C)[C@H](CN(C)S(=O)(=O)c2cccs2)Oc2c(NS(=O)(=O)c3ccc(F)cc3)cccc2C1=O,0.4
CO[C@@H]1CN(C)C(=O)c2ccc(NC(=O)c3ccccc3)cc2OC[C@@H](C)NC[C@H]1C,0.2
O=C(CC1CC1)N1CC(=O)N2[C@@H](CO)[C@H](c3ccc(-c4cccnc4)cc3)[C@@H]2C1,0.4
Cc1noc(C)c1NC(=O)Nc1ccc2c(c1)C(=O)N([C@H](C)CO)C[C@H](C)[C@@H](CN(C)C(=O)Nc1ccc(C(F)(F)F)cc1)OCCCC[C@H](C)O2,-0.4
COc1ccc(NC(=O)N[C@H]2CC[C@@H](CCNC(=O)c3ccccc3F)O[C@H]2CO)cc1,-1.4
CC(=O)N[C@H]1C[C@@H]2O[C@@H](CO)CC[C@@H]2O[C@@H]1CCc1ccc(-c2ccc(F)cc2)cc1,-0.1
C[C@H]1CN([C@@H](C)CO)C(=O)c2cc(-c3ccc(F)cc3)cnc2O[C@@H]1CN(C)C(=O)c1cccnc1,0.1
CN1C[C@H]2[C@@H](c3ccccc31)[C@@H](CO)N2C(=O)C1CCCCC1,-1.0
C[C@H](CO)N1C[C@H](C)[C@H](CN(C)C(=O)NC2CCCCC2)Oc2c(NC(=O)Nc3ccccc3)cccc2C1=O,0.0
C[C@H](CO)N1C[C@H](C)[C@H](CN(C)Cc2ccncc2)Oc2ncc(C#Cc3ccccc3)cc2C1=O,1.3

(list continues)
compound,TcdB GH inh
C[C@@H]1CN([C@H](C)CO)C(=O)c2cc(NS(C)(=O)=O)ccc2O[C@@H]1CN(C)C(=O)Nc1ccc(F)cc1,-3.2
CO[C@H]1CN(C)C(=O)c2cc(NS(C)(=O)=O)ccc2OC[C@H](C)N(CC2CC2)C[C@H]1C,-0.8
O=C(NC1CCCCC1)N1CC(=O)N2[C@H](CO)[C@H](c3ccc(-c4cccnc4)cc3)[C@H]2C1,-2.8
O=C(Nc1ccc(Cl)cc1)N[C@@H]1CC[C@H](CCn2cc(C3(O)CCCC3)nn2)O[C@H]1CO,-0.4
Cc1ccccc1S(=O)(=O)N[C@H]1CC[C@H](CCn2cc(-c3ccc(F)cc3)nn2)O[C@H]1CO,0.5
CO[C@H]1CN(C)C(=O)c2ccc(NC(=O)C3CCC3)cc2OC[C@@H](C)N(Cc2ccc(F)cc2)C[C@H]1C,-1.4
CCC(=O)N(C)C[C@@H]1Oc2cc(/C=C/c3ccccc3)ccc2S(=O)(=O)N([C@H](C)CO)C[C@@H]1C,4.5
COc1ccc(NC(=O)Nc2ccc3c(c2)C(=O)N([C@@H](C)CO)C[C@H](C)[C@H](CN(C)Cc2ccc(-c4ccccc4)cc2)O3)cc1,-0.5
